# Bcl-XL Bim block – disrupts Bim peptide binding to human Bcl-XL; bead flow cytometry, fluorescence; Q07817; inhibition, % at 10 µM; hit rate 0.04% among 190,000
# Target sequence (Q07817 whole entry, looked up): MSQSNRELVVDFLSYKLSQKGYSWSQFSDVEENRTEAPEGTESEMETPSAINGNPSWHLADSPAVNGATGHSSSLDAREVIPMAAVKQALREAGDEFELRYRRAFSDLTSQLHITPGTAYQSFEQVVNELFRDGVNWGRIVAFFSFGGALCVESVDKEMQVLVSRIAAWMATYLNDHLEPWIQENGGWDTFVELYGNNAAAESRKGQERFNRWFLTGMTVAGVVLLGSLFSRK
# RGS4-Gao reg – human RGS4-Galphao interaction regulation; binding response (% of control), % at 10 µM; hit rate 0.33% among 220,000; P09471; AID 1415; Multiplexed bead flow cytometry, RGS4-Galphao binding; actives lie on both sides; in the data active = binding response below about 49% or above about 150%; inactive = in between;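 also: fluorescent Galphao activated with aluminum fluoride binding bead-coupled RGS4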
# Bim-Mcl-1 – human Bim-Mcl-1 interaction inhibition. Q07820. Bead-based flow cytometry, Bim peptide-Mcl-1 binding. inhibition, % at 10 µM. hit rate 0.1% among 190,000. AID 1009;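 also: 0% = no compound tracer wells and 100% = peptide blocker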
# RGS8-Gao – modulates binding of RGS8 to human Galphao. multiplexed bead flow cytometry; actives lie on both sides. response (percent of control binding), % at 10 µM. hit rate 0.34% among 220,000. AID 1423; in the data active = response below about 60% or above about 140%; inactive = in between;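 also: Galphao activated as the GDP aluminium fluoride complex binding bead-coupled RGS8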
# Bim-Bcl-W – inhibitors of Bim-Bcl-W interaction, human; AID 952; hit rate 0.02% among 190,000; bead-based flow cytometry, Bim peptide-Bcl-W binding; inhibition, % at 10 µM;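 also: 0% = bound tracer without compound and 100% = peptide blocker; higher means less fluorescent Bim peptide bound to Bcl-W beads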
# Target sequence (Q92843 whole entry, looked up): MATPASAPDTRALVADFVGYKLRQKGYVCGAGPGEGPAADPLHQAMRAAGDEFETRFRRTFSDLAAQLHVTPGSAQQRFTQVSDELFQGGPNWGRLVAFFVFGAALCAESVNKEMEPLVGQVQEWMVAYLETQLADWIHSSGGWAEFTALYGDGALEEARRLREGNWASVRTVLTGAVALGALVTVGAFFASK
# ABCB1 block – inhibitors of human ABCB1 transporter, ABCG2 counter-screen; P08183; CCRF-Adr cells, JC-1 efflux, flow cytometry; inhibition, % at 6.6 µM; hit rate 0.067% among 190,000; AID 1326; in the data active = inhibition above about 40%;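 also: 0% = vehicle and 100% = reference inhibitor; higher value means more JC-1 retained so stronger ABCB1 efflux block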
# RGS7-Gao – regulators of human RGS7-Galphao interaction. P09471. Multiplexed bead flow cytometry, RGS7-Galphao binding; actives lie on both sides. binding response (% of control), % at 10 µM. hit rate 0.35% among 220,000. AID 1439; in the data active = binding response below about 49% or above about 150%; inconclusive = no clear call, values can overlap the other calls; inactive = in between;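 also: fluorescent Galphao held in activated GDP-AlF4 state binding bead-coupled RGS7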
# ABCG2 block – human ABCG2 inhibition, ABCB1 as counter-screen; IgMXP3 cells, JC-1 efflux, flow cytometry; inhibition, % at 6.6 µM; hit rate 0.1% among 190,000;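 active = inhibition above 80%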;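 also: 0% = DMSO and 100% = nicardipine control wells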
# Target sequence (Q9UNQ0 whole entry, looked up): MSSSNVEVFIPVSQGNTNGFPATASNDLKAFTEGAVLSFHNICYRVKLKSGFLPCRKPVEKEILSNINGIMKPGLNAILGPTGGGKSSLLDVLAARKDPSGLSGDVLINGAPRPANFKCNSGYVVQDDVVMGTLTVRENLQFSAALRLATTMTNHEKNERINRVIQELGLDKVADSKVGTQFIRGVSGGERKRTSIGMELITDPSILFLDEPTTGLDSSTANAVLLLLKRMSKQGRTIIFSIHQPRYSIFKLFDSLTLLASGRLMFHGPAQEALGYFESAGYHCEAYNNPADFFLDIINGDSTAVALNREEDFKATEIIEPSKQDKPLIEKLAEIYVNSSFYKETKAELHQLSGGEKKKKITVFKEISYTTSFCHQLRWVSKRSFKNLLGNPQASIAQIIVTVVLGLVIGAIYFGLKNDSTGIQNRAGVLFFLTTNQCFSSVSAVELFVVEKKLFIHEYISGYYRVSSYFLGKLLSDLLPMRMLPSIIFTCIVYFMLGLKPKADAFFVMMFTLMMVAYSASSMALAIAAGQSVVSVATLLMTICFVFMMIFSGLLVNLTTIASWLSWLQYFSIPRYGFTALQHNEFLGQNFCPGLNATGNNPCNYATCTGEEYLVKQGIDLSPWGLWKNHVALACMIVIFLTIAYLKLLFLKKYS
#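 Test system: IgMXP3 (ABCG2) plus far-red-tagged CCRF-Adr (ABCB1) cells / Amount: 3 million cells/mL in well / Reagent: JC-1 transporter substrate / Timing: 10 min compound exposure, 25 °C / Signal: flow cytometry, 530 nm JC-1 signal / Read-out: percent efflux inhibition, scaled nicardipine 100% to DMSO 0% / Benchmarks: nicardipine as high control, DMSO as low control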
# Bfl-1 Bim block – inhibitors of Bim-Bfl-1 interaction, human. hit rate 0.12% among 190,000. Bead-based flow cytometry, Bim-Bfl-1 binding inhibition. inhibition, % at 10 µM. Q16548;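 also: 0% = wells without compound plus tracer and 100% = blocker peptide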
# Bim-Bcl-B – inhibitors of Bim-Bcl-B interaction, human; Q9HD36; bead-based flow cytometry, Bim peptide-Bcl-B binding; inhibition, % at 10 µM; hit rate 0.073% among 190,000;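 also: 0% = tracer peptide without compound and 100% = reference inhibitor peptide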
# Bcl-2 Bim block – inhibitors of Bim-Bcl-2 interaction, human | hit rate 0.06% among 190,000 | P10415 | AID 950 | inhibition, % at 10 µM | Bead-based flow cytometry, Bim peptide-Bcl-2 binding; in the data active = inhibition above about 40%; inconclusive = no clear call, values can overlap the other calls;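 also: 0% = no compound wells with probe peptide and 100% = reference peptide inhibitor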
# * marks the source's active call; other numbers are inactive results; ? = inconclusive. Rule as the data show it, unless noted: active = inhibition above about 40%.
SMILES,Bcl-XL Bim block,RGS4-Gao reg,Bim-Mcl-1,RGS8-Gao,Bim-Bcl-W,ABCB1 block,RGS7-Gao,ABCG2 block,Bfl-1 Bim block,Bim-Bcl-B,Bcl-2 Bim block
N#CC1=C(Nc2ccc(Br)cc2)CCC1,-5.0,103.5,-6.0,100.9,-2.0,0.5,104.8,10.1,-14.0,-10.0,-13.0
Fc1cccc(-c2cc3nc4c(c(N5CCC6(CC5)OCCO6)n3n2)CCCC4)c1,-6.0,102.5,-5.0,101.4,-4.0,17.5,102.7,41.5,-6.0,-5.0,-2.0
CCCCC(=O)Nc1cccc(-c2cn3ccsc3n2)c1,-5.0,104.3,-6.0,100.8,-3.0,0.8,113.9,20.3,-19.0,-11.0,-15.0
CCOC(=O)C1=C(O)/C(=C\c2sccc2C)N=C1C,-2.0,100.3,0.0,101.8,0.0,-0.2,105.2,-2.6,-1.0,-4.0,1.0
Cc1nc2ccccn2c1C(=O)NNS(=O)(=O)c1ccc(C(C)(C)C)cc1,-7.0,105.0,-4.0,104.3,-6.0,-0.7,102.5,-3.4,-15.0,-9.0,-6.0
O=C(CSc1nn(-c2ccccc2)c(=S)s1)Nc1ncccn1,1.0,103.9,1.0,102.0,0.0,-0.5,99.3,33.4,-2.0,-2.0,-1.0
O=C(NCC1CCCO1)C(c1ccncc1)N(Cc1ccc(F)cc1)C(=O)CN1C(=O)c2ccccc2S1(=O)=O (stereo unspecified),-8.0,101.3,-3.0,102.8,0.0,-0.1,101.1,-3.5,0.0,-3.0,0.0
CC(=O)/C(=N\Nc1ccc(Cl)cc1Cl)Sc1nnc(-c2ccccc2)n1-c1ccccc1,-8.0,100.0,-4.0,99.6,-5.0,1.6,107.5,5.5,-6.0,-8.0,-7.0
Nc1nnc(SCC(=O)Nc2ccc3nc(SCC(=O)Nc4ccccc4)sc3c2)s1,-10.0,99.2,-8.0,100.8,-6.0,-1.7,96.7,-12.9,-10.0,-15.0,-10.0
CCO[C@H]1OC(C(=O)N2CCOCC2)=C[C@@H](C)[C@@H]1CCCO,0.0,102.0,-2.0,106.5,0.0,-0.2,98.5,-1.1,-2.0,-3.0,-3.0
COc1ccc(S(=O)(=O)N(C)CC(=O)NC2CCCCC2)cc1OC,0.0,95.4,-5.0,96.6,-4.0,0.8,96.6,2.1,-16.0,-13.0,-13.0
COC(=O)c1c(NC(=O)CSc2ncnc3c2cnn3-c2ccccc2Cl)sc2c1CCCC2,1.0,105.8,1.0,108.3,1.0,3.4,103.1,14.9,4.0,1.0,1.0
CC(C(=O)c1c[nH]c(C(=O)N=CN(C)C)c1)c1ncc(C(F)(F)F)cc1Cl (stereo unspecified),-1.0,97.2,0.0,98.5,0.0,0.4,89.1,1.3,-4.0,-2.0,-1.0
CCOc1ccc(CO/N=C/c2c(C)[nH]c(=O)[nH]c2=O)cc1,-2.0,97.2,0.0,101.5,2.0,0.8,104.9,15.7,-5.0,-1.0,0.0
COc1ccc(CCCC(=O)N/N=C/c2ccc(C)cc2)cc1,0.0,99.3,0.0,97.2,0.0,-0.1,100.1,9.2,-4.0,-1.0,-3.0

# A second format for some results above:
# Values in the order – Bcl-XL Bim block	RGS4-Gao reg	Bim-Mcl-1	RGS8-Gao	Bim-Bcl-W	ABCB1 block	RGS7-Gao	ABCG2 block	Bfl-1 Bim block	Bim-Bcl-B	Bcl-2 Bim block
- CCOC(=O)C1=C(O)/C(=C\c2sccc2C)N=C1C
 : -2.0	100.3	0.0	101.8	0.0	-0.2	105.2	-2.6	-1.0	-4.0	1.0
- CC(C(=O)c1c[nH]c(C(=O)N=CN(C)C)c1)c1ncc(C(F)(F)F)cc1Cl (stereo unspecified)
 : -1.0	97.2	0.0	98.5	0.0	0.4	89.1	1.3	-4.0	-2.0	-1.0
- N#CC1=C(Nc2ccc(Br)cc2)CCC1
 : -5.0	103.5	-6.0	100.9	-2.0	0.5	104.8	10.1	-14.0	-10.0	-13.0

# (list continues)
SMILES,Bcl-XL Bim block,RGS4-Gao reg,Bim-Mcl-1,RGS8-Gao,Bim-Bcl-W,ABCB1 block,RGS7-Gao,ABCG2 block,Bfl-1 Bim block,Bim-Bcl-B,Bcl-2 Bim block
COc1ccc(C(=O)C(CN2CCCC2)c2ccccc2)cc1 (stereo unspecified),-10.0,84.6,2.0,87.0,-2.0,0.9,87.7,1.6,-2.0,-3.0,1.0
Cc1ccc(NC(=O)C(c2ccc(Cl)cc2Cl)N2CCCC2)cc1 (stereo unspecified),-8.0,102.6,-3.0,101.2,-3.0,2.0,99.0,9.2,-13.0,-7.0,-6.0
Nc1nc(NCc2ccccc2)nc(-c2ccccc2)n1,-8.0,96.5,2.0,98.0,1.0,-0.1,97.5,0.2,-6.0,-4.0,-2.0
Cc1ccc(OCC(=O)NNC(=O)C(=O)NC(C)(C)C)cc1,-3.0,96.5,-2.0,96.1,-3.0,-0.1,97.5,0.2,-2.0,2.0,-6.0
COc1ccc(NC(=O)C23CCC(C)(C(=O)C2)C3(C)C)cc1 (stereo unspecified),-1.0,100.4,0.0,100.7,3.0,0.6,106.5,2.7,-9.0,-4.0,-7.0
CC1CCc2cc(F)ccc2N1C(=O)c1cccs1 (stereo unspecified),-4.0,98.9,-2.0,97.8,-2.0,0.1,?,6.5,-5.0,-2.0,-5.0
CCN(CC)C(=O)CSc1ncnc2sc(C)c(C)c12,-2.0,100.0,-2.0,101.7,-1.0,0.6,100.7,10.2,-6.0,-1.0,-4.0
[O-]/[N+](=C\c1ccncc1)c1ccccc1,0.0,82.6,0.0,99.3,0.0,-0.1,81.5,1.7,0.0,-1.0,-2.0
c1ccc(C2=Nc3ccccc3NC(c3ccccc3)C2)cc1 (stereo unspecified),-1.0,100.5,-3.0,98.6,-1.0,0.7,98.3,2.8,1.0,0.0,-1.0
CC1CC(=O)C=C(O)C1C(=O)OC(C)(C)C (stereo unspecified),-5.0,101.8,-4.0,102.5,-1.0,1.5,97.8,10.9,-18.0,-7.0,-10.0
CCSc1ncc(Cl)c(C(=O)Nc2sc3c(c2C(=O)NCc2cccnc2)CCCC3)n1,-4.0,101.9,44.0*,99.2,1.0,1.0,98.0,2.2,0.0,2.0,4.0
Cc1conc1NC(c1cccs1)c1ccc2cccnc2c1O (stereo unspecified),-5.0,94.2,0.0,96.6,0.0,-0.7,95.7,-1.9,7.0,-2.0,-1.0
Cn1c(-c2ccc(Br)o2)nc2cc(Br)ccc21,-4.0,101.1,-1.0,102.3,0.0,1.1,100.5,6.9,-7.0,-8.0,-9.0
CN1C(=O)c2ccccc2C(C(=O)O)C1c1cccc(Cl)c1 (stereo unspecified),0.0,108.8,-1.0,117.8,3.0,0.9,101.8,2.1,2.0,3.0,2.0
O=C1CC(c2ccc(F)cc2)CC(O)=C1C=NCCN1CCNCC1 (stereo unspecified),-5.0,99.4,-2.0,102.2,-3.0,-0.1,98.9,-0.7,0.0,0.0,2.0
O=C(c1ccccc1)c1ccc(OCC(O)CN2CCN(S(=O)(=O)N3CCCCC3)CC2)cc1 (stereo unspecified),-1.0,106.5,0.0,101.9,0.0,1.6,103.8,2.6,-3.0,-1.0,0.0
CC(C)N(Cc1nc(COc2ccccc2)no1)Cc1nccn1C,-2.0,101.8,-3.0,103.8,-1.0,0.8,99.2,1.4,-4.0,-3.0,-6.0
O=C(COC(=O)c1cc(-c2cccs2)nn1-c1ccccc1)Nc1ccc(F)c([N+](=O)[O-])c1,-6.0,102.5,-5.0,101.7,-5.0,0.5,104.8,6.3,-3.0,-9.0,-7.0
Cc1cccc(-n2c(C)cc(C)c(C#N)c2=O)c1,1.0,98.0,0.0,99.5,1.0,-0.1,93.0,0.2,-4.0,0.0,-3.0
CCNC(=O)CSc1nc2ccccc2c(=O)n1-c1cc(OC)ccc1OC,-10.0,102.8,-3.0,100.2,-2.0,0.7,98.3,3.7,-17.0,-13.0,-13.0
CCOC(=O)c1ccc(N2C(=O)C(C)=C(C)C2=O)cc1,-2.0,99.1,0.0,101.6,2.0,0.6,102.2,2.5,-9.0,-5.0,-8.0
CCOc1ccccc1NC(=S)NCCCn1ccnc1,-2.0,100.5,-2.0,101.1,1.0,-0.2,97.5,0.3,-3.0,-2.0,0.0
C/C(Cn1nnc2ccccc21)=N\OC(=O)c1cc(F)c(F)cc1Cl,0.0,99.6,3.0,99.8,-2.0,0.9,94.6,5.1,6.0,2.0,2.0
COc1ccccc1NC(=S)N(Cc1ccc(C(=O)O)cc1)Cc1ccc(OC)c(OC)c1,-5.0,100.7,-2.0,99.4,-4.0,-0.2,101.6,-0.9,-2.0,-5.0,-3.0
COc1ccccc1OCCn1c(CO)nc2ccccc21,9.0,100.8,0.0,101.9,-1.0,-2.0,99.6,-2.5,-11.0,-7.0,-6.0
COc1cc(NC(=S)NC(=O)CC(C)C)ccc1NC(=O)c1cc2ccccc2o1,-4.0,102.3,-2.0,102.3,-5.0,-0.2,97.2,-0.4,-3.0,-7.0,-4.0
COc1ccccc1NC(=O)c1ccc(NC(=O)COC(=O)C2(C)CC2(Cl)Cl)cc1 (stereo unspecified),-5.0,103.0,-3.0,102.6,-4.0,-0.3,106.2,-1.4,-1.0,-5.0,-1.0
COc1cccc(-c2nn(C)c3sc(C(=O)NCc4ccc(C)o4)cc23)c1,2.0,92.1,2.0,92.1,3.0,1.3,96.2,7.4,9.0,-2.0,0.0
CC(C)[C@H](NC(=O)c1ccco1)C(=O)OCC(=O)Nc1cccc(F)c1,-1.0,106.6,2.0,111.0,0.0,0.4,105.5,2.3,-2.0,0.0,0.0
C/C(=N/NC(=O)c1ccccc1O)c1ccc(N2C(=O)C3CCCCC3C2=O)cc1 (stereo unspecified),0.0,96.9,1.0,103.6,1.0,-0.1,101.3,-0.3,2.0,-2.0,-1.0
CCCNc1cc(C)oc(=O)c1C(=O)CCC,-3.0,95.4,-1.0,93.0,-2.0,0.4,101.2,2.4,-1.0,-1.0,-1.0
CCOC(=O)c1ccc(NC(=O)CNC(=O)C23CC4CC(CC(C4)C2)C3)cc1,-1.0,97.4,-1.0,103.0,-2.0,0.1,96.8,0.3,-1.0,-1.0,-4.0
COc1ccc(NC(=O)COC(=O)[C@@H]2CCCN2C(=O)c2cccs2)c(OC)c1,-2.0,103.2,6.0,106.7,4.0,0.4,106.0,9.3,-10.0,-7.0,1.0
Cc1ccc(-c2n[nH]c(=O)c3ccccc23)cc1S(=O)(=O)NCCN1CCOCC1,-3.0,78.8,2.0,85.3,2.0,-0.1,96.9,-1.6,-11.0,-7.0,-10.0
COc1ccc2nc(/N=C(\N)NC(=O)Nc3ccccc3)nc(C)c2c1,3.0,96.2,0.0,99.2,0.0,5.2,96.8,2.3,-1.0,-1.0,-4.0
COc1ccc(C2=NOC(C(=O)Nc3cccnc3)C2)cc1 (stereo unspecified),0.0,95.7,1.0,93.8,2.0,-0.4,96.1,0.6,0.0,5.0,-1.0
CCCCC(=O)Nc1ccc(C(=O)Nc2cc(C(F)(F)F)ccc2Cl)cc1,1.0,97.7,0.0,99.8,1.0,-0.4,96.0,-0.2,0.0,0.0,3.0
Cc1cc(N2C(=O)C(=O)/C(=C(/O)c3ccccc3)C2c2cccs2)no1 (stereo unspecified),-9.0,98.0,2.0,101.9,1.0,-0.1,97.2,-0.3,-9.0,-2.0,-6.0
COc1ccccc1NC(=O)NC(=O)N(C(C)C)S(C)(=O)=O,-1.0,92.5,-6.0,84.7,-1.0,0.2,92.3,0.6,0.0,-2.0,-2.0

# Compounds were not picked by outcome. Share with any hit: about 0.94%.
